# Screens from PubChem BioAssay.
# TRPC6 inh – blocks the mouse TRPC6 cation channel. Q61143. HEK293-TRPC6, membrane potential dye, ACh-evoked depolarization; active compounds read low. B-score at 10 µM. actives 1.1% (n = 310,000). AID 2553;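 active means B-score under library mean minus 3 SD, initial fluorescence not abnormally high, positive integrated signal ratio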;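 further: B-score derived from integrated fluorescence ratio over the kinetic read; more negative B-score means stronger inhibition of depolarization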
# TRPC4 potent – TRPC4 (mouse) allosteric potentiation | HEK293 TRPC4beta/mu-opioid, DAMGO EC20, Fluo-4 Ca2+ flux; active compounds read high | B-score at 10 µM | actives 0.42% (n = 310,000) | Q9QUQ5;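 active means B-score of calcium response area above 5 SD of library B-scores, with initial fluorescence ratio within 5 SD of library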;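 further: B-score of integrated fluorescence ratio over time as area under calcium response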
# Target sequence (Q9QUQ5 whole entry, looked up): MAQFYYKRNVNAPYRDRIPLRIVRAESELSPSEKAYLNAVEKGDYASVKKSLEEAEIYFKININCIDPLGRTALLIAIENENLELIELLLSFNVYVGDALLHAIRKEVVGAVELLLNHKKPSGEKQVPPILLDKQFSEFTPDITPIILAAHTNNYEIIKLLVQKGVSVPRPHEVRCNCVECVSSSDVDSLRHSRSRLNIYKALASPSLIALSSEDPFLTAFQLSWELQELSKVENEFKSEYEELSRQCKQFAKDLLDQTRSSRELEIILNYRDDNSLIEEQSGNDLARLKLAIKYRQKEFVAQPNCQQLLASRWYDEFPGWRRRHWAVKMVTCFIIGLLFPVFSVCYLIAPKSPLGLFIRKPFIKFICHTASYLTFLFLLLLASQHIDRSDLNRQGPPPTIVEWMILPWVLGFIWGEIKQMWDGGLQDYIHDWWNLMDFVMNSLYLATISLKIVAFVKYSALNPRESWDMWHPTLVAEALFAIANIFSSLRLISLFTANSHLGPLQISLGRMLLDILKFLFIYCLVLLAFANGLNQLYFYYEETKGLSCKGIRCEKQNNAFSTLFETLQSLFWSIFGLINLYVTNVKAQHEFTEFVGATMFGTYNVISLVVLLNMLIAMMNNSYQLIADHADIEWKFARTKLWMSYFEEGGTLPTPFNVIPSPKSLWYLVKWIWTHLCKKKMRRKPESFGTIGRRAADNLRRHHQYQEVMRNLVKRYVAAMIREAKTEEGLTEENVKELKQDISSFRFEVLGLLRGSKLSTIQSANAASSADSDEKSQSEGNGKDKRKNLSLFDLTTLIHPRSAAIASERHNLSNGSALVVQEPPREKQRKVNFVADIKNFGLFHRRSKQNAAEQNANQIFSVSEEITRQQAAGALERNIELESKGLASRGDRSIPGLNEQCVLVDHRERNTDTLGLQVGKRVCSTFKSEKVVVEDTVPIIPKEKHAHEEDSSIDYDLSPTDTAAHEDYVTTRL
# TRPC6 activator – activates the mouse TRPC6 cation channel; B-score at 10 µM; actives 0.13% (n = 310,000); HEK293-TRPC6 membrane potential dye fluorescence; active compounds read high; Q61143; AID 2550;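 active means B-score of the integrated fluorescence ratio above library mean plus 3 SD, and starting fluorescence ratio within library mean plus 5 SD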;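 further: higher score means more depolarization so channel activation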
# HIF act – HIF pathway transcriptional activation. U2OS HRE-luciferase reporter, luminescence; normalized: DMSO 0%, desferrioxamine 100%. activation, % at 7.5 µM (by protocol). actives 0.32% (n = 300,000). AID 1910;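 active means mean activation of at least 10% of the iron chelator positive control signal, with at least half of replicates also reaching 10%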
# TRPC4 block – inhibitors of mouse TRPC4 channel; Q9QUQ5; HEK293 TRPC4beta/mu-opioid, DAMGO-evoked Fluo4 calcium flux; active compounds read low; B-score at 10 µM; actives 0.39% (n = 300,000); AID 2247;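 active means B-score over 3 SD under the library average, no early fluorescence shift, positive overall ratio signal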
#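 Test system – stable TRPC4beta/mu-opioid receptor HEK293 cells · Probe or stimulus – DAMGO, a submaximal dose followed by a maximal one · Dosing – one concentration per compound · Signal – Fluo4 calcium fluorescence by kinetic imaging, 5 s 1 Hz baseline · Evaluation – per-well B score of integrated baseline-normalized Fluo4 ratio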
# MrgX1 PAM – human MrgX1 positive allosteric modulation, primary screen; Q96LB2; MrgX1-HEK293, Fluo-4 calcium flux, FDSS; active compounds read high; B-score at 10 µM; actives 0.63% (n = 310,000); AID 588675;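 active means plate-corrected calcium response at least 3 library SD above typical, normal starting fluorescence, not activating the receptor alone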;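 further: compound read alongside a low EC10 to EC30 dose of BAM8-22 agonist; peak minus trough fluorescence over baseline measured at the second addition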
# AI-2 QS mod – modulators of Vibrio harveyi AI-2 quorum sensing system; Vibrio harveyi JMH597 AI-2 luminescence/OD600 ratio, 9 h; active compounds read low; strain lacks LuxN and CqsS sensors; 0 = neutral-control median; activity change, % at 7.5 µM; actives 0.4% (n = 300,000); in the data active means activity change below about -75%, passing the limit was not always enough;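 further: luminescence divided by OD600 gain over 9 h not by final OD600 alone; inactives centre near 13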
# TRPC4 agonist – activators of mouse TRPC4 channel | Q9QUQ5 | HEK293 TRPC4beta/mu-opioid, Fluo4 calcium fluorescence; active compounds read high | B-score at 10 µM | actives 0.49% (n = 310,000) | AID 2237;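 active means B-score above 5 SD of library B-scores, and initial fluorescence ratio not above library mean plus 5 SD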;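 further: positive B-score marks a calcium rise read as TRPC4 activation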
#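 System: HEK293 cells stably co-expressing mouse TRPC4beta and mu-opioid receptor; Schedule: Fluo4 dye loading 45 min at room temperature, 110 s recording; Detection: Fluo4 fluorescence, kinetic; Evaluation: B-scored integrated calcium fluorescence ratio; Controls: buffer (low) and maximal DAMGO (high).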
# MrgX1 agonist – human MrgX1 receptor agonism, primary screen | MrgX1-HEK293 cells, Fluo-4 calcium fluorescence, agonist mode; active compounds read high | Q96LB2 | actives 0.44% (n = 310,000) | B-score at 10 µM | AID 588627;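 active means calcium response B-score plate-corrected fluorescence ratio at least 3 library SD, with starting fluorescence B-score inside 5 SD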
#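 times = overnight plating, then 30 min 37 °C plus 30 min room-temperature dye loading | assay system = stable human MrgX1 HEK293 cell line | input = fifteen thousand cells per well | signal = kinetic calcium dye fluorescence, Fluo-4 NW | dosing = compound delivered in addition one of three | read-out = B-scored fluorescence response ratio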
# PolyA inhibitor – yeast polyadenylation inhibition; S. cerevisiae SKY197-pL101 polyadenylation reporter, beta-gal luminescence; efflux-impaired pdr1/pdr3 knockout yeast; score 100 = 6 SD above DMSO; calls only at 12 µM; actives 0.02% (n = 300,000);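 active means lowest replicate activity score at least 50, where 100 means six control SD above control mean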;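 further: yeast exposed to compound for 9 h at 30 °C; higher score means more reporter readthrough which indicates perturbed polyadenylation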
# MrgX1 antag – human MrgX1 receptor antagonism, primary screen; actives 1.3% (n = 310,000); Q96LB2; B-score at 10 µM; MRGX1-HEK293 calcium flux, Fluo-4, BAM8-22 antagonism; active compounds read low;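 active means calcium-response B-score plate-corrected more than 3 library SD below zero, starting fluorescence within 5 deviations, no agonist response on first addition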;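 further: peak minus trough fluorescence over baseline after final BAM8-22 challenge near maximal dose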
# Active calls of the source: *; i = inactive; · = no result given.
SMILES,TRPC6 inh,TRPC4 potent,TRPC6 activator,HIF act,TRPC4 block,MrgX1 PAM,AI-2 QS mod,TRPC4 agonist,MrgX1 agonist,PolyA inhibitor,MrgX1 antag
COc1ccccc1-c1cc(C(=O)NCCN2CCOCC2)no1,i,i,i,0.3,i,i,3.2,i,i,i,i
O=C(C1CCN(C2CCN(Cc3cccc4c3OCO4)CC2)CC1)N1CCOCC1,i,i,i,0.6,i,i,-2.0,i,i,i,i
Cc1cc(C)cc(OC(=O)COc2ccccc2C)c1,i,i,i,-0.2,i,i,19.6,i,i,i,i
Cc1ccc(NC(=S)Nc2cccnc2)c(S(=O)(=O)N2CCCCC2)c1,i,i,i,0.7,i,i,13.4,i,i,i,i
O=C(N[C@@H](Cc1ccccc1)C(=O)Nc1ccc(F)cc1)C1CCNCC1,i,i,i,0.1,i,i,60.5,i,i,i,i
NS(=O)(=O)c1ccc(CCNC(=O)c2ccc(CS(=O)(=O)c3ccc(Br)cc3)o2)cc1,i,i,i,-0.2,i,i,9.4,i,i,i,i
CC(C)(C)NC(=O)CSc1nncn1NCc1ccccc1,i,i,i,0.7,i,i,12.4,i,i,i,i
CCCn1nc(C(=O)N2CCc3ccccc3C2)c2ccccc2c1=O,i,i,i,-0.3,i,i,27.5,i,i,i,i
CCOC(=O)C(/C(C)=N/NC(=O)C1CC1c1ccccc1)C(C)C (stereo unspecified),i,i,i,0.1,i,i,8.2,i,i,i,i
COc1ccccc1OCc1nnc(SCC(=O)N2CCCCC2)n1-c1ccccc1,i,i,i,-0.1,i,i,5.5,i,i,i,i
O=C(O)C1CC=CCC1C(=O)Nc1cc(Cl)ccc1Cl (stereo unspecified),i,i,i,0.0,i,i,-1.9,i,i,i,i
Nc1c(/C=C2\C=Nc3ccccc32)c(=O)nc2sc(CC(=O)N3CCOCC3)nn12,i,i,i,0.5,i,10.1*,46.1,i,i,i,i
Cc1cc(N/C(=N\S(=O)(=O)c2ccc(Cl)cc2)c2ccc(F)cc2)no1,i,i,i,0.2,i,i,11.2,i,i,i,i
COCCNC(=O)C1c2ccccc2C(=O)N(CCOC)C1c1ccc(F)cc1 (stereo unspecified),i,i,i,0.1,i,i,5.2,i,i,i,i
CC(Oc1ccc2c(-c3ccccc3)cc(=O)oc2c1)C(=O)O (stereo unspecified),i,i,i,0.1,i,i,10.3,i,i,·,i
CCCCOc1ccc(-c2ncc(C(=O)OCC)c(N)n2)cc1,i,i,i,2.4,i,i,27.4,i,i,i,i
CCOC(=O)CNC(=O)CSc1nnc(NC(=O)c2ccccc2Cl)s1,i,i,i,-0.2,i,i,49.1,i,i,i,i
CCc1ccc(S(=O)(=O)Nc2ccc(O)c3c(=O)cc(-c4ccccc4Cl)oc23)cc1,i,i,i,-0.1,i,i,1.1,i,i,i,i
CCC(=O)Nc1ccc(C(=O)Nc2ccc3c(c2)C(=O)N(CC2CCCO2)C3=O)cc1 (stereo unspecified),i,i,i,-0.3,i,i,11.3,i,i,i,i
COc1ccc(C(=O)NCc2nnc(SCC(=O)Nc3ccc4c(c3)OCO4)o2)cc1,i,i,i,0.0,i,i,26.5,i,i,i,i

# Results in TRPC4 block and AI-2 QS mod (2 entries from above):
Compound,TRPC4 block,AI-2 QS mod
CCCn1nc(C(=O)N2CCc3ccccc3C2)c2ccccc2c1=O,i,27.5
CCOC(=O)C(/C(C)=N/NC(=O)C1CC1c1ccccc1)C(C)C (stereo unspecified),i,8.2

# Next compounds follow.
SMILES,TRPC6 inh,TRPC4 potent,TRPC6 activator,HIF act,TRPC4 block,MrgX1 PAM,AI-2 QS mod,TRPC4 agonist,MrgX1 agonist,PolyA inhibitor,MrgX1 antag
Cc1ccc(C#N)c(SCc2ccccc2F)n1,i,i,i,-0.3,i,i,22.5,i,i,i,i
CCCCC(=O)Nc1cccc(-c2cn3ccccc3n2)c1,i,i,i,·,i,i,-0.6,i,i,i,i
O=C(CC(C(=O)O)c1ccc(Cl)cc1)c1ccc(Cl)c(Cl)c1 (stereo unspecified),i,i,i,-1.0,i,i,89.8,i,i,i,i
COc1ccc(S(=O)(=O)N2CCOC2CNC(=O)C(=O)NCc2ccncc2)cc1OC (stereo unspecified),i,i,i,0.1,i,i,12.7,i,i,i,i
OCCN(Cc1nc(-c2ccc3c(c2)OCO3)no1)Cc1cccs1,i,i,i,0.9,i,i,12.4,i,i,i,i
C/C=C(\C)C(=O)NCCN1C2=NC[C@@H](C)N2C[C@@H]1Cc1ccc(OC)cc1,i,i,i,0.5,i,i,2.3,i,i,i,i
COc1ccc(CCN(C)C2CCCN(C(=O)c3sccc3C)C2)cc1OC (stereo unspecified),i,i,i,0.0,i,i,17.1,i,i,i,i
N#CCCN1CCCc2cc(N=Nc3ccc(C(F)(F)F)cc3)ccc21,i,i,i,2.3,i,i,25.3,i,i,i,i
Cc1cc2c(C)ccc(C)c2nc1SCC(=O)c1cccs1,i,i,i,-0.1,i,i,5.9,i,i,i,i
CN(Cc1ccccc1)S(=O)(=O)c1ccc(Cl)c(C(=O)NCCc2ccccn2)c1,i,i,i,-0.5,i,i,4.4,i,i,i,i
CN(C)S(=O)(=O)c1ccc(NC(=O)CN2C(=O)NC3(CCCC3)C2=O)cc1,i,i,i,-0.3,i,i,-78.9*,i,i,i,i
CC(C)(O)C#Cc1ncc(C(F)(F)F)cc1Cl,i,i,i,-0.5,i,i,6.3,i,i,i,i
Cc1cc(Cl)c(S(=O)(=O)Nc2ccc3c(c2)OCCO3)cc1OCC(=O)NC1CCCCC1,i,i,i,-1.1,i,i,30.1,i,i,i,i
O=C(CCN1CCN(c2ccccn2)CC1)Nc1ccc(F)cc1,i,i,i,-0.3,i,i,4.5,i,i,i,i
O=[N+]([O-])c1ccc(Cl)c(/C=N/n2c(COc3ccccc3)n[nH]c2=S)c1,i,i,i,-0.8,i,i,23.2,i,i,i,i
CCOC(=O)c1cc2sccc2n1CC(=O)Nc1ccc(OC)cc1OC,i,i,i,-0.3,i,i,20.2,i,i,i,i
CCOc1ccccc1NC(=O)CSc1ccccc1,i,i,i,0.1,i,6.91*,6.2,i,i,i,i
Cc1ccc(CNCC(=O)Nc2ccc(C)cc2Br)cc1,i,i,i,0.8,i,i,-1.6,i,i,i,i
Cc1oc(-c2ccccc2Cl)nc1CSCC(=O)NC1CC1,i,i,i,0.4,i,i,13.6,i,i,i,i
CCn1ncc([N+](=O)[O-])c1C(=O)Nc1c(C)nn(Cc2ccc(F)cc2)c1C,i,i,i,-0.2,i,i,26.3,i,i,i,i
CC(=O)CCc1oc2ccccc2c1-c1ccccc1,i,i,i,-0.1,i,i,-0.3,i,i,i,i
O=S(=O)(NNC(=S)NCC1CCCO1)c1cc(Cl)ccc1Cl (stereo unspecified),i,i,i,-0.1,i,i,13.0,i,i,i,i
CCc1ccc(OCC(=O)Nc2ccc3[nH]ncc3c2)cc1,i,i,i,-0.2,i,i,-50.8,i,i,i,i
COc1ccc(CCNC(=O)CSc2nnc(CNc3ccc(Cl)cc3)o2)cc1OC,i,i,i,-0.2,i,i,15.9,i,i,i,i
O=C(c1cc(-c2cccc(O)c2)on1)N1CCN(C(c2ccccc2)c2ccccc2)CC1,i,i,i,-0.6,i,i,23.7,i,i,i,i
C[C@H](O)[C@@H](C(=O)N1CCN(C(=O)OC(C)(C)C)CC1)n1cc(CCCCNC(=O)OC(C)(C)C)nn1,i,i,i,0.3,i,i,19.9,i,i,i,i
COc1ccc(CCN(C)CCC(=O)Nc2cc(C)ccc2C)cc1OC,i,i,i,-0.2,i,i,6.6,i,i,i,i
O=C(CCN1C(=O)C2C3CCC(C3)C2C1=O)OCC(=O)c1ccc(Cl)cc1 (stereo unspecified),i,i,i,-0.5,i,i,20.7,i,i,i,i
O=C(NCc1ccc2c(c1)OCO2)c1ccc(N2CCCC2=O)cc1,i,i,i,1.3,i,i,4.2,i,i,i,i
CCOC(=O)c1nc(N/N=C/c2ccccc2)sc1Br,i,i,i,1.1,i,i,-3.5,i,i,i,i
CCOC(=O)N1CCN(C(=O)CSc2nnc(-c3ccc(C)c(C)c3)o2)CC1,i,i,i,0.0,i,i,-60.8,i,i,i,i
COC(=O)c1cc(NC(=O)C2C3C=CC(C3)C2C(=O)O)cc(C(=O)OC)c1 (stereo unspecified),i,i,i,-0.1,i,i,27.2,i,i,i,i
CCCCN(C(=O)COc1ccc(C)cc1OC)c1c(N)n(CCC)c(=O)[nH]c1=O,i,i,i,0.1,i,i,5.5,i,i,i,i
Cn1cc(CN2CCN(c3cnccn3)CC2)c(-c2cccc(Cl)c2)n1,i,i,i,0.2,i,i,8.6,i,i,i,i
O=C(/C=C\c1ccc2c(c1)OCO2)NC1(C(=O)Nc2ccc3c(c2)OCCO3)CCCCC1,i,i,i,-0.1,i,i,26.9,i,i,i,i
Cc1ccn(C)c(=N)c1,i,i,i,-0.2,i,i,19.7,i,i,i,i
O=C(Nc1ccc(S(=O)(=O)N2CCc3ccccc32)cc1)c1ccco1,i,i,i,-0.5,i,i,27.2,i,i,i,-4.78*
CCC(=O)Nc1cc2c(cc1C(C)=O)OCCO2,i,i,i,0.0,i,i,22.1,i,i,i,i
COc1ccc(OC)c(/C=N/NC(=O)CCc2ccc(O)c(O)c2)c1,i,i,i,-0.1,i,i,-8.2,i,i,i,i
COc1ccc(-c2nnc3c4ccccc4c(C)nn23)cc1,i,i,i,2.3,i,i,14.7,i,i,i,i
CCOCCOC(=O)c1[nH]c2c(c1C)C(=O)CC(c1ccccc1)C2 (stereo unspecified),i,i,i,0.9,i,i,4.4,i,i,i,i
Cc1ccc(Cn2nnc3c(=O)[nH]c(C4CCN(S(=O)(=O)c5cc(C)ccc5C)CC4)nc32)cc1,i,i,i,-0.6,i,i,68.9,i,i,i,i
COCCNC(=O)C(c1ccccc1)N(C(=O)Cn1nnc2ccccc21)c1cccnc1 (stereo unspecified),i,i,i,0.1,i,i,17.1,i,i,i,i
Cc1ccc(S(=O)(=O)NCC23C=CC(O2)C2C(=O)N(c4ccccc4)C(=O)C23)cc1 (stereo unspecified),i,i,i,-0.4,i,i,14.0,i,i,i,i

# Only part of the results is shown; count on the stated rates, not on these rows.
